High-throughput results deposited in PubChem BioAssay by National Center for Advancing Translational Sciences (NCATS).
Gal4-VP16 FLuc = VP16 counterscreen qHTS for inhibitors of ROR gamma transcriptional activity; Drosophila S2 Gal4-VP16 UAS-luciferase, luminescence, 20 h; Potency, µM (titrated, usually from 53.6 µM), for inactives: at the highest dose activity, negative = inhibition, most hits filed as inhibitors; AID 2546, 2010; 310,000 tested, 3.5% active;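 note: Gal4-VP16 expression switched on by copper sulfate through the metallothionein promoter; potency is the fitted concentration of half-maximal effect; % is set by controls: 0 for no effect and ±100 for the full control effect; nearly all actives have a fitted effect of over 50% in size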
ELG1 repair inh = qHTS screen for small molecules that inhibit ELG1-dependent DNA repair in human embryonic kidney (HEK293T) cells expressing luciferase-tagged ELG1; Potency, µM (doses to about 46.1 µM), for inactives: top-dose activity change, negative = inhibition, usual class: inhibitors; HEK293T ELG1-luciferase reporter, luminescence, 16 h; DNA damage induced by 5-fluorouridine; 330,000 tested, 2.3% active; note: potency is the fitted concentration of half-maximal effect; % is set by controls: 0 for no effect and ±100 for the full control effect; nearly all actives have a fitted effect of over 55% in size
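In this reporter screen, reduction of luminescence relative to DMSO vehicle indicated activity. Compounds and 5-fluorouridine were added together to 2,000 cells per well, incubated for 16 hr at 37 °C, then developed with ONE-Glo.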
Menin-MLL TR inh = qHTS Assay for Inhibitors Targeting the Menin-MLL Interaction in MLL Related Leukemias: Competition With Texas Red Labeled MLL-derived Mutant Peptide; O00255; Menin + Texas Red MLL mutant peptide, fluorescence polarization; Potency, µM (doses to about 61.6 µM), for the others: top-dose FP activity change, negative = inhibition, usual class: inhibitors; 270,000 tested, 0.23% active; active = well fitted inhibition curve with a large enough effect in the polarisation, with a control signal flat, not every such curve was filed as active; inconclusive = small, poorly fitted or top-dose-only effect, or effect the other way, or a change in a side signal; inactive = no such curve, though single readings can be large or run the other way; the % refers to the polarisation; note: potency is the fitted concentration of half-maximal effect; % of control where 0% means no effect; many of its hits are not listed in these tables
Rab9 promoter act = qHTS Assay for Rab9 Promoter Activators. AID 485297, 2010. Potency, µM (top dose mostly 9.22 µM), inactives show top-dose activation, negative = inhibition, usual class: activators. Huh7 Rab9 promoter-luciferase reporter, luminescence, 24 h. 320,000 tested, 2.8% active; note: potency is the fitted concentration of half-maximal effect; % of control where 0% means no effect; nearly all actives have a fitted effect of over 60% in size
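Luminescence read-out: Huh7 cells stably expressing Rab9-luciferase, treated 24 h with compound at 37 °C, then lysed with luciferase reagent for 10 min at ambient before reading.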
RORgamma inh = qHTS for inhibitors of ROR gamma transcriptional activity; Nuclear receptor ROR-gamma (Mus musculus), P51450; Drosophila S2 Gal4-RORgamma UAS-luciferase reporter, 20 h; Potency, µM (top dose mostly 53.6 µM), for inactives: top-dose activity change, negative = inhibition, usual class: inhibitors; 310,000 tested, 5.4% active; AID 2551, 2010; note: potency is the fitted concentration of half-maximal effect; % is set by controls: 0 for no effect and ±100 for the full control effect; nearly all actives have a fitted effect of over 60% in size
Target sequence (P51450 whole entry, looked up, the tested form may be a part): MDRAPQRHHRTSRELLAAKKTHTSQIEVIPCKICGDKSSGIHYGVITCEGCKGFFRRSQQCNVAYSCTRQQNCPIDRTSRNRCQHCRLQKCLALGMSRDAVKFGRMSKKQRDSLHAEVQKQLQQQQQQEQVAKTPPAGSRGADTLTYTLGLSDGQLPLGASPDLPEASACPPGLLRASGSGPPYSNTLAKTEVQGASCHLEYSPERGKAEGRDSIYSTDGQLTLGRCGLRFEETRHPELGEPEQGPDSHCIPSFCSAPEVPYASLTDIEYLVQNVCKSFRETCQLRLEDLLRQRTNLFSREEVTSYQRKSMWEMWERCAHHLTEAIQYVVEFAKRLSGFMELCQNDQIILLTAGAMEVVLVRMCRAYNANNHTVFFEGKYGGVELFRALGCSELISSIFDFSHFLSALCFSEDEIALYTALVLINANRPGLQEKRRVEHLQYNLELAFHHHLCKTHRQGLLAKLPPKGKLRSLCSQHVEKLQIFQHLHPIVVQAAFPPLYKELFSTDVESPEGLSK
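Stable Schneider cell line, Gal4 DNA-binding domain fused to ROR gamma, UAS-luciferase. Cmpd 1 hr RT → CuSO4 700 uM final → 20 hr RT → luciferase reagent 10 min → luminescence.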
Mito fusion yeast = qHTS Assay for Small Molecule Inhibitors of Mitochondrial Division or Activators of Mitochondrial Fusion; Potency, µM (top dose mostly 46.1 µM), without a hit: at the top dose growth rescue (activation), usual class: activators; 320,000 tested, 0.23% active; AID 485298, 2010; S. cerevisiae fusion-defective mutant growth rescue, CellTiterGlo 48 h;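 note: potency is the fitted concentration of half-maximal effect; % of control where 0% means no effect; nearly all actives have a fitted effect of over 45% in size; temperature-sensitive fusion mutants such as fzo1-1 at 37 °C on non-fermentable ethanol glycerol medium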
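Read-out: ATP-based luminescence (CellTiterGlo, 10 min ambient) reporting growth of fusion-defective ts yeast after 48 hours at 37C on glycerol/ethanol YPEG medium in the presence of compound.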
FLuc modulator = qHTS profiling assay for firefly luciferase inhibitor/activator using purifed enzyme and Km concentrations of substrates (counterscreen for miR-21 project) | AID 588342, 2011 | purified FLuc, Km substrates, luminescence inhibition | 360,000 tested, 6.9% active | Potency, µM (doses to about 57.5 µM), for the others: at the highest dose activity change, negative = inhibition, usual class: inhibitors | Luciferin 4-monooxygenase (Photinus pyralis), P08659;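 note: potency is the fitted concentration of half-maximal effect; plate controls were vehicle for no effect and reference inhibitor for full effect; nearly all actives have a fitted effect of over 55% in size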
Target sequence (P08659 whole entry, looked up): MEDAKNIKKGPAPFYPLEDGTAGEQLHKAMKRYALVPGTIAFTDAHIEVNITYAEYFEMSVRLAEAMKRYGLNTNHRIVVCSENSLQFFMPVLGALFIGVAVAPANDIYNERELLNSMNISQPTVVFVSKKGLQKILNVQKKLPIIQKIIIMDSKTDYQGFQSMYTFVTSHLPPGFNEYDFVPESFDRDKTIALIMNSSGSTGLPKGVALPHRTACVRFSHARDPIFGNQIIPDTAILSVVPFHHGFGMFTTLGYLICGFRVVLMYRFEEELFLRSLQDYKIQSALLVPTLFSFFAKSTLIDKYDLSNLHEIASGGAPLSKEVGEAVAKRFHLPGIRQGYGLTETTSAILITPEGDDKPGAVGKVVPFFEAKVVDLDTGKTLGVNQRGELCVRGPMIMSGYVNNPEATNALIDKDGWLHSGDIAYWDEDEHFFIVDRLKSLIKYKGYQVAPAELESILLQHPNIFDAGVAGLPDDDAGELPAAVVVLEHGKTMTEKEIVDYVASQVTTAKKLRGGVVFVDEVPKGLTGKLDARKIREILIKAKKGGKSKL
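Purified P. pyralis luciferase (10nM final) with 10uM D-luciferin and 10uM ATP (Km levels) in 50mM Tris acetate pH 7.5, 10mM Mg acetate, 0.01% Tween-20, 0.05% BSA; qHTS 6-point titration, ~60 µM downward; luminescence read.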
NPC1 promoter act = qHTS Assay for NPC1 Promoter Activators | Huh7 NPC1 promoter luciferase reporter, 24 h | Potency, µM (top dose mostly 9.22 µM), for the others: top-dose activation, actives largely listed as activators | 320,000 tested, 2.4% active;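 note: potency is the fitted concentration of half-maximal effect; % of control where 0% means no effect; nearly all actives have a fitted effect of over 60% in size; reporter is driven by a mutant NPC1 promoter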
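Stable NPC1-promoter luciferase Huh7 line; cpd (DMSO) 24 h, 37 °C, 5% CO2; Amplite luciferase reagent 10 min RT; luminescence readout. qHTS format.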
MBNL1 CUG block = qHTS Assay for Inhibitors of MBNL1-poly(CUG) RNA binding; TR-FRET MBNL1-His/biotin-(CUG)12 binding, 665/545 ratio; Potency, µM (series often up to 57.5 µM), for the others: top-dose activity change, negative = inhibition, hits mostly inhibitors; 280,000 tested, 0.036% active; AID 2675, 2010; active = well fitted inhibition curve with a large enough effect in the signal ratio, with a control signal flat, not every such curve was filed as active; inconclusive = small, poorly fitted or top-dose-only effect, or effect the other way, or a change in a side signal; inactive = no such curve, though single readings can be large or run the other way; the % refers to the signal ratio; note: potency is the fitted concentration of half-maximal effect; % is set by controls: 0 for no effect and ±100 for the full control effect
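His-tagged MBNL1 binding to biotinylated (CUG)12 RNA was measured by TR-FRET using terbium anti-His antibody (0.055 ng/ul final) and streptavidin-XL665 (5 nM final). Compounds were titrated 92 nM to 58 uM; 60 min at room temperature.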
KCNH2 3.1 inh = qHTS for Inhibitors of KCHN2 3.1: Mutant qHTS | Potassium voltage-gated channel subfamily H member 2, brain isoform KCNH2 3.1 (human) | U2OS KCNH2 3.1, thallium flux FluxOr; stronger effect = lower value | activity change, % (tested at about 1.8 µM) | 340,000 tested, 0.95% active;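 active = maximum activity change below -70%; inconclusive = maximum activity change from -70% to -50%; inactive = maximum activity change above -50%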;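 note: thallium influx rate constant from kinetic fluorescence after stimulation buffer; % is set by controls: 0 for no effect and ±100 for the full control effect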
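Thallium flux read-out: FluxOr dye with Red40 quencher in HBSS/HEPES, 45 min at RT. Rate constants from kinetic reads were normalized to positive and negative DMSO controls. Cells: U2OS virally expressing the 3.1 isoform.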
PKM2 activator = qHTS Assay for Activators of Human Muscle isoform 2 Pyruvate Kinase; Potency, µM (top dose mostly 57.5 µM), for the others: at the top dose activation, actives largely listed as activators; Pyruvate kinase PKM (Homo sapiens), P14618; purified PKM2, Kinase-Glo ATP luminescence, activation; response scale: 0% is enzyme alone, no compound; 260,000 tested, 0.34% active; AID 1631, 2009; note: potency is the fitted concentration of half-maximal effect; % is set by controls: 0 for no effect and ±100 for the full control effect; nearly all actives have a fitted effect of over 55% in size
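ATP formation by purified human PK-M2, quantified via coupled luciferase luminescence after 1 h at room temperature with 0.1 mM ADP and 0.5 mM PEP final.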
Numbers without * were called inactive; ? = inconclusive; . = no result given; [ ] = dose if it differs, or a comment. Unless noted, calls come from the whole dose curve; as a rule, active = well fitted curve in the direction sought with a large enough effect; inconclusive = small, poorly fitted or top-dose-only effect, or another doubt; inactive = no such curve, though single readings can be large; an effect the other way counts as inactive or inconclusive. These rows are one share of the data (hit frequency here may not be typical).

Compound	Gal4-VP16 FLuc	ELG1 repair inh	Menin-MLL TR inh	Rab9 promoter act	RORgamma inh	Mito fusion yeast	FLuc modulator	NPC1 promoter act	MBNL1 CUG block	KCNH2 3.1 inh	PKM2 activator
O=C(Nc1cnc2ccccn2c1=O)c1ccc(F)cc1	-17.1%	?	21.6%	3.16µM*	-37.6%	2.3%	16.9µM*	2.51µM*	?	0.4	4.2%
CCN1CCN(CC(O)COCc2cc(OC)c(OC)c(OC)c2)CC1 (stereo not given)	6.1%	0.8%	-2.0%	-2.4%	-0.7%	1.7%	1.1%	-1.7%	2.0%	-6.3	0.4%
CCN1CCN(C(=O)C2CCCN(S(=O)(=O)c3ccc(OC)c(OC)c3)C2)CC1 (stereo not given)	-0.8%	2.5%	?	-14.5%	-7.4%	-21.6%	0.2%	-0.8%	2.3%	12.3	4.4%
CC(=O)c1ccc(N2CCN(S(=O)(=O)c3c(C)[nH]c(=O)[nH]c3=O)CC2)cc1	-0.5%	3.2%	-16.5%	-1.2%	-13.3%	16.2%	0.4%	-3.6%	-1.1%	11.1	-4.5%
COc1ccc(C2NC(=O)NC(C)=C2C(C)=O)cc1 (stereo not given)	3.2%	21.0%	10.7%	1.1%	30.5%	-1.9%	0.7%	-2.3%	?	-1.1	-3.6%
O=C(N1CCN(CCO)CC1)N1c2ccccc2CCc2ccccc21	0.8%	?	.	0.8%	-4.0%	-1.8%	-1.0%	-2.4%	-5.8%	-11.2	-6.1%
CC(C)c1cc(C(=O)NCc2ccco2)no1	4.1%	?	54.6%[activator]	?	7.8%	-5.1%	-13.8%	12.6%	?	16.9	6.6%
CCC(=O)NCCc1nc2cc(NC(=O)c3ccc(OC)cc3)ccc2n1C	7.4%	?	.	?	0.5%	-1.4%	16.9µM*	?	2.9%	-5.9	2.0%
O=C1CCC/C(=N\NC(=O)c2ccc(COc3cccc4cccnc34)cc2)C1	-4.4%	?	-14.1%	10.5%	13.7%	-6.0%	-12.7%	3.0%	14.7%	-9.3	-4.5%
CC(Sc1nncs1)C(=O)NCC(=O)Nc1ccc(F)c(F)c1F (stereo not given)	7.1%	3.5%	-5.7%	-1.5%	-21.1%	-0.3%	-0.5%	0.0%	1.0%	10.4	7.7%
COc1ccc(NC(=S)NCc2ccco2)cc1	?	?	19.1%	18.6%	11.2µM*	-10.0%	-14.1%	-1.5%	-4.5%	.	-8.4%
CNS(=O)(=O)c1cccc(C(=O)NCC2(N3CCOCC3)CCCCC2)c1	9.1%	-1.4%	-0.5%	-5.1%	22.3%	-10.8%	-0.7%	-0.9%	-4.0%	17.0	3.7%
COc1ccc(C(=O)CSc2nnc(CN3CCCCC3)n2-c2ccc(F)cc2)cc1	-1.9%	-1.8%	-15.8%	-1.6%	1.3%[10 µM]	11.1%	2.9%	-4.7%	.	-44.8	-1.1%
CC(=O)N1CCC(=O)N(C(C)C)c2ccccc21	2.4%	20.1%	6.4%	0.5%	-11.9%	-1.0%	6.4%	-0.2%	-8.9%	9.6	0.1%
Cc1c(C(=O)N(Cc2nnc(-c3ccccc3Cl)o2)C2CC2)oc2ccccc12	.	-4.2%	.	1.0%	.	11.9%	?	-7.1%	.	0.8	.
Cc1cccc(OCC(=O)NC(Cc2ccccc2)C(=O)O)c1 (stereo not given)	2.8%	11.9%	-6.3%	0.1%	10.7%	-1.9%	2.9%	-2.3%	-7.9%	6.2	-2.6%
CCC(C(=O)NC1CCCC1)N(C(=O)c1snc(C(N)=O)c1N)c1ccc(OC)c(OC)c1 (stereo not given)	-10.4%	10.3%	-10.0%	-9.3%	12.4%	0.3%	0.2%	-0.8%	35.8%[activator]	10.6	-2.8%
Cc1ccc(S(=O)(=O)Cn2nnnc2C(c2ccccn2)N2CCN(c3ccccc3)CC2)cc1 (stereo not given)	-10.1%	-15.2%	1.8%	2.5%	4.0%	7.4%	2.0%	-0.7%	-3.1%	-5.7	-0.7%
CCOC(=O)C(CC)Sc1ncnc2nc[nH]c12 (stereo not given)	-4.9%	-14.9%	8.7%	0.5%	?	-0.6%	-0.7%	-6.9%	-1.3%	1.9	-1.5%
C=CCC(Nc1ccccc1)c1ccc(OC)c(OC)c1 (stereo not given)	7.3%	?	.	1.1%	13.2%	-3.0%	4.4%	-2.8%	-6.8%	.	-6.8%
O=C(O)CCSCc1ccccc1F	2.5%	2.7%	9.1%	-3.6%	-29.8%	0.8%	-2.3%	-1.5%	-0.3%	-3.5	-9.8%
CCOc1ccc(NC(=O)CSc2cn[nH]n2)cc1	.	?	.	-4.8%	.	1.2%	?	6.1%	.	0.3	.
COc1ccc(N2CCN(C(=O)CCC(=O)c3cc(C)sc3C)CC2)cc1	10.9%	-11.9%	-21.7%	-1.5%	14.6%	2.0%	-5.4%	-0.6%	-2.0%	7.8	-23.3%
CCCOc1ccc(C(=O)N2CCN(c3ccc(NC(=O)CC)cc3Cl)CC2)cc1	-12.7%	?	-13.9%	-0.5%	-2.2%	19.2%	-1.0%	0.3%	-3.0%	-86.2*	1.6%
NC(=O)c1ccsc1NC(=O)c1ccc(S(=O)(=O)N2CCCc3ccccc32)cc1	-12.4%	20.6µM*	?	-10.8%	?	?	-6.5%	-4.1%	48.2%[activator]	-11.5	-0.5%
Cc1nc2sccc2c(=O)n1N	-6.2%	11.6%	9.1%	-3.1%	7.0%	0.7%	-1.2%	-1.1%	-5.2%	-0.1	2.7%
COC(=O)c1ccc(OCC(=O)c2cccc(OC)c2)cc1	-26.0%	?	1.0%	?	-9.0%	1.6%	23.9µM*	?	.	.	-3.2%
COC(=O)c1c(NC(=O)COC(=O)[C@@H](NS(=O)(=O)c2ccc(C)cc2)C(C)C)sc2c1CCC2	-21.1%	?	-10.8%	-0.9%	3.9%	?	-0.1%	-0.3%	1.6%	-6.3	-13.7%
CCO[C@H]1OC(C(=O)N2CCN(Cc3ccccc3)CC2)=C[C@@H](C)[C@@H]1CCCO	7.3%	?	-1.3%	-2.5%	13.5%	0.0%	1.6%	-4.0%	-3.9%	.	0.3%
Cc1[nH]c(=O)c(C#N)c(C)c1Cc1ccc(Cl)cc1Cl	-6.7%	23.5%	25.5%	-2.7%	0.0%	1.5%	-3.5%	-0.3%	-3.6%	-5.7	-1.6%
CN(CC(=O)NC1CCCCC1)S(=O)(=O)c1ccc(Cl)cc1	2.1%	-1.3%	-6.4%	-3.5%	?	2.6%	-0.2%	-0.9%	-8.1%	-2.0	1.0%
CC(C)(C)OC(=O)CNC(=O)c1nc[nH]c1C(=O)N1CCc2ccccc2C1	?	-1.3%	3.9%	-3.3%	11.2µM*	-0.9%	-1.0%	-1.9%	5.7%	-70.6*	0.4%
c1ccc2c(c1)OCC(CNc1ncnc3sccc13)O2 (stereo not given)	0.501µM*	?	?	-24.3%	?	8.0%	?	-31.3%[inhibitor]	-3.7%	-4.6	1.4%
